# PLAP inhibition = PLAP enzyme inhibitors, biochemical, luminescence, HTS (AID 690); Alkaline phosphatase, placental type (Homo sapiens); purified PLAP, luminescent substrate; higher % means a stronger effect; inhibition, % at 20 µM, or IC50 in µM where a hit was titrated; 96,000 tested, 0.08% active; in the data active means a potency from the dose series; inactive means the rest, 99 in 100 with inhibition below about 30%; further: strong numbers were not always called active
# NFkB transloc inh = inhibitors of IL-1B driven NFkB p65 nuclear import, primary screen, imaging, HUVEC, IL-1B stimulus, high-content imaging | HUVEC IL-1B NFkB p65 nuclear translocation imaging | inhibition, % at 2 µM | 94,000 tested, 0.43% active;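 active means inhibition above about 30% together with a positive call from visual inspection of the well image, limit read from the data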;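 further: nuclear over cytoplasmic p65 intensity ratio measured by imaging; 0% = IL-1B stimulated DMSO wells and 100% = unstimulated DMSO wells; values of inactives mirror those of a sister screen read the other way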
# Bcl-B displacement = displacers of TR3 peptide from Bcl-B, primary screen, selectivity assay for Bfl-1 inhibitor project, biochemical, fluorescence polarization. Bcl-2-like protein 10 (Homo sapiens). FP displacement of FITC-TR3 peptide from Bcl-B; higher % means a stronger effect. one-dose displacement, % at 20 µM; IC50 in µM for titrated hits. 96,000 tested, 0.11% active;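 active means displacement above 50% at 20 µM plus a fluorescence interference ratio under 1.5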;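 further: plate controls were wells without compound for no effect and wells lacking Bcl-B protein for full effect; a part of the inactive calls stands beside numbers as strong as those of hits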
# IL1B NFkB pot = enhancers of NFkB p65 translocation in HUVEC – imaging, IL-1B stimulus, high-content imaging, primary screen | HUVEC IL-1B NFkB p65 nuclear translocation imaging | activation, % at 2 µM | 94,000 tested, 0.3% active;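 active means activation above 40%, about the mean plus 3 SD, also judged a hit on visual image review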;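 further: percent activation is computed from the nuclear over cytoplasmic p65 intensity ratio; values of inactives mirror those of a sister screen read the other way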
# MRP reversal = reversal of MRP1-mediated doxorubicin resistance, primary screen, H69AR cells, doxorubicin co-treatment; H69AR cells + 2 uM doxorubicin, CellTiter-Glo, 72 h; differential viability (reversal), % at 10 µM; 85,000 tested, 0.04% active;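 active means viability drop by adding the cancer drug above about 55%, with treated viability meeting a 40% cutoff, limit read from the data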;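 further: viability without doxorubicin minus viability with 2 µM doxorubicin for each compound; larger differential means the compound sensitizes cells more to doxorubicin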
# MRP reversal cytotoxicity = recorded beside MRP reversal, whose call it bears; viability, %; H69AR cells, CellTiter-Glo, 72 h; measured here: cytotoxicity without doxorubicin
# MRP reversal with doxorubicin = further read-out of MRP reversal, marked with its call; viability, %; measured here: viability with 2 uM doxorubicin; active compounds read low
# NFkB transloc inh cell count 2 µM = also measured in NFkB transloc inh; calls as there; cell count; measured here: cells passing quality filter;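 raw number of nuclei counted in each imaged well without normalization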
# IL1B NFkB pot cell count 2 µM = also measured in IL1B NFkB pot; calls as there; cell count; measured here: cells passing quality filter
# Numbers without * were called inactive; nt = not tested or not shown.
molecule,PLAP inhibition,NFkB transloc inh,NFkB transloc inh cell count 2 µM,Bcl-B displacement,IL1B NFkB pot,IL1B NFkB pot cell count 2 µM,MRP reversal,MRP reversal cytotoxicity,MRP reversal with doxorubicin
O=Cc1ccc(-c2ccccc2OC(F)(F)F)o1,21%,-36,63,-10%,36,63,4,108,104
O=S(=O)(N/N=C1\CC(c2ccccc2)Oc2ccccc21)c1ccccc1 (configuration not stated),-4%,-4,172,-12%,4,172,8,91,83
COC(=O)COc1ccc(Oc2nc(SC)nc(N(C)C)n2)nn1,-17%,-5,169,-4%,5,169,11,94,83
Cc1c(N=Cc2ccc(-c3ccc(Cl)cc3)o2)c(=O)n(-c2ccccc2)n1C,10%,nt,nt,-5%,nt,nt,11,105,94
CCCN1C(=O)C(NC(C)=O)c2cc(OC)ccc21 (configuration not stated),-9%,-30,171,-5%,30,171,nt,nt,nt
CCCOc1ccc(Cl)cc1CN1CCOCC1,-9%,-3,46,0%,3,46,12,97,86
O=C(Cn1cnc2c(nnn2Cc2ccc(F)cc2)c1=O)OCc1ccccc1,nt,-2,122,nt,2,122,-10,70,80
Cc1sc2c(c1C)c(=O)n(-c1cccc(C(F)(F)F)c1)c(=O)n2CC(=O)NCc1ccco1,7%,nt,nt,-12%,nt,nt,12,91,79
CCN1CCN(c2nc(C)c3c(n2)CCCC3=O)CC1,18%,-4,169,0%,4,169,14,101,87
Clc1ccc(-c2nnc3ccccn23)cc1,2%,-5,162,-8%,5,162,16,89,73
COc1ccc(-n2ncc3c(N4CCc5ccccc54)ncnc32)cc1,4%,-12,105,-3%,11,105,-13,43,57
Cc1nnc(N(Cc2ccco2)C(=O)c2ccno2)s1,11%,-7,167,4%,7,167,-7,78,85
O=C(c1c(Cl)nc2sccn12)N(C(=O)c1c(Cl)nc2sccn12)c1ccc(Cl)cn1,-73%,13,118,-3%,-13,118,-15,59,74
O=C(OCC(=O)N1CCOCC1)C(c1ccccc1)c1ccccc1,-50%,10,130,3%,-10,130,39,99,60
Cc1ccc(C)c(S(=O)(=O)N2C(=S)NC(=O)C2CC(C)C)c1 (configuration not stated),-14%,-9,188,2%,9,188,nt,nt,nt
CCOC(=O)C1=C(C)N[C@@]2(O)c3ccccc3C(=O)[C@@]12O,8%,9,153,-1%,-9,153,-2,86,89
Cc1ccc(OCC(O)Cn2c(N3CCOCC3)nc3c2c(=O)[nH]c(=O)n3C)cc1 (configuration not stated),-12%,-26,143,6%,26,143,7,88,82
NC(=O)C1CCC(NC(=O)OCc2ccccc2)CC1 (configuration not stated),-15%,-7,108,2%,7,108,5,77,72
C/C(=N\NC(=O)c1ccccc1C)c1ccc(N2CCOCC2)cc1,-4%,-38,166,-2%,37,166,nt,nt,nt
Cc1sc2ncnc(Sc3nnnn3-c3ccc(Cl)cc3)c2c1C,7%,-19,207,-6%,19,207,0,1,2
CCc1ccc(/C=N/Nc2nn[nH]n2)cc1,nt,-17,118,nt,17,118,4,95,90
COc1ccc(N=C2SC(CC(=O)Nc3ccc(OC)cc3OC)C(=O)N2C)cc1 (configuration not stated),1%,2,157,0%,-2,157,15,96,80
CCOC(=O)CSc1nnc(Cc2ccccc2)n1-c1ccc(C)cc1,nt,-2,107,nt,2,107,11,93,82
Cn1nc(-c2ccc(N3CCCCC3)c(NC(=O)c3ccco3)c2)c2ccccc2c1=O,-53%,-22,130,-14%,22,130,1,77,76
Cc1cc(NC(=O)c2cccc(S(=O)(=O)N(C)C)c2)n(-c2ccccn2)n1,7%,1,58,-6%,-1,58,-34,26,61
Cc1ccc(SCC(=O)NCC(C)C)cc1,-4%,nt,nt,6%,nt,nt,2,93,92
CC(=O)N1CCCc2cc(S(=O)(=O)CCC(=O)N3CCN(c4cccc(C)c4)C(C)C3)ccc21 (configuration not stated),-66%,1,186,21%,-1,186,1,91,90
O=C(NCCc1ccccc1)c1ccc2nc(-c3ccco3)c(-c3ccco3)nc2c1,-74%,0,151,47%,0,151,-3,86,89
CSc1nc2nc(-c3ccccc3)cc(=O)n2[nH]1,5%,9,143,0%,-9,143,-17,82,99
CCOc1cccc(C2C(C(=O)c3ccc(C)o3)=C(O)C(=O)N2c2nccs2)c1 (configuration not stated),3%,-10,124,181%,10,124,-1,79,80
O=C(Cc1ccc(-c2ccccc2)cc1)N1CCOCC1,-52%,1,169,-15%,-1,169,22,106,84
C=CCOC(=O)Nc1ccc(Cl)cc1NC(=O)OCC=C,0%,-12,128,9%,12,128,8,87,79
CCOc1ccc(S(=O)(=O)NCc2cccs2)cc1,9%,-26,135,6%,26,135,-3,87,90
C=CCNc1nc(NCC)nc(N2CCOCC2)n1,8%,-7,175,-5%,7,175,4,94,89
O=C(Nc1nc2c(s1)CCCC2)c1cc2n(n1)C(C(F)(F)F)CC(C1CC1)N2 (configuration not stated),-3%,-2,201,-12%,2,201,1,103,102
O=C(OCCN(CCOC(=O)c1ccncc1)S(=O)(=O)c1cccs1)c1ccncc1,-69%,4,136,7%,-4,136,8,91,83
Cc1nn(-c2ccc(Cl)cc2Cl)c(=O)c2ccccc12,nt,7,158,nt,-7,158,5,90,85
Nc1cc(OC(=O)c2ccccc2Br)nn1S(=O)(=O)c1ccccc1,-23%,nt,nt,-9%,nt,nt,13,101,88
CC(C)CCNC(=O)CC1C(=O)N(Cc2ccccc2)C(C)c2nc3ccccc3n21 (configuration not stated),-51%,1,99,-7%,-1,99,15,102,86
CCN=c1sc(C(=O)OC)cc(=O)n1CC,-4%,13,126,6%,-13,126,32,52,20
Clc1cccc(-c2nc(-c3ccccn3)no2)c1,-2%,-1,64,-8%,1,64,-1,67,69
CCOC(=O)/C=c1\s/c(=C\c2ccc3cc(OC)ccc3c2)c(=O)n1CC(=O)NCC1CCCO1 (configuration not stated),-20%,-26,132,-112%,26,132,nt,nt,nt
CCOC(=O)N1CCC(=NNS(=O)(=O)c2cccc([N+](=O)[O-])c2)CC1,-41%,-12,193,3%,12,193,nt,nt,nt
N#Cc1nc(-c2cccs2)oc1N1CCN(c2ccccc2)CC1,-4%,-9,112,-4%,9,112,11,89,78
CN(Cc1ccccc1)C(=O)Cn1c(=O)oc2cc(S(=O)(=O)N3CCCC3)ccc21,11%,14,155,-2%,-14,155,-6,92,98
Clc1ccc2nc(NC3=NCN(CCN4CCOCC4)CN3)nc(-c3ccccc3)c2c1,-26%,nt,nt,19%,nt,nt,-32,59,91
CC1(C)CC(=O)c2sc(NC(=O)CCS(=O)(=O)c3ccccc3)nc2C1,-27%,0,185,0%,0,185,0,1,1
O=C(/C=C/c1ccccc1)N1CCC(Cc2ccccc2)CC1,12%,-6,147,3%,-7,117,nt,nt,nt
COC(=O)Cc1ccc(NC(=O)c2ccc(Br)o2)cc1,14%,-24,129,-9%,24,129,9,92,83
O=C(COc1ccc(Cl)cc1)Nc1ccc2oc(-c3ccncc3)nc2c1,-11%,-2,173,-21%,2,173,-1,84,85
CC(=O)NNC(=O)CCC(=O)Nc1ccccc1,-16%,8,89,6%,-8,89,nt,nt,nt
CCCn1nc2cc(C(=O)NCc3ccc(OC(F)(F)F)cc3)ccc2c1OCC,-46%,-5,154,-1%,5,154,nt,nt,nt
Cc1csc(NC(=O)CSc2nc3ccccc3c(=O)[nH]2)n1,13%,22,95,-1%,-22,95,6,88,82
CC(=O)Nc1sc(NC(=O)c2ccc(C)cc2)nc1-c1cccs1,nt,0,107,nt,0,107,-3,76,80
COc1ccc(NC(=O)N2CC(C)OC(C)C2)cc1OC (configuration not stated),-17%,-6,165,-10%,6,165,-1,73,73
CS(=O)(=O)N1CCN(c2ccc(C(=O)NC3C4CC5CC(C4)CC3C5)cc2[N+](=O)[O-])CC1 (configuration not stated),-31%,16,124,7%,-15,124,nt,nt,nt
COC(=O)c1cn(NC(=O)c2cc(OC)cc(OC)c2)c(=O)c2ccccc12,-12%,-11,156,-19%,11,156,28,61,34
COc1cc2c(cc1OC)C(C)N(C(=O)Cn1ncc3c1-c1ccccc1OC3)CC2 (configuration not stated),-38%,-2,52,-2%,1,52,-1,75,76
COc1ccc(Cc2nnc(NC(=O)Cn3cnc4c3c(=O)n(C)c(=O)n4C)s2)cc1,nt,-2,174,nt,3,174,16,108,93
Cc1ccc2cc(CN(C(=O)c3ccncc3)C(C)C)c(=O)[nH]c2c1,-5%,10,99,-19%,-10,99,1,59,58

# 4 records drawn at random from the list so far, as already listed:
molecule,PLAP inhibition,NFkB transloc inh,NFkB transloc inh cell count 2 µM,Bcl-B displacement,IL1B NFkB pot,IL1B NFkB pot cell count 2 µM,MRP reversal,MRP reversal cytotoxicity,MRP reversal with doxorubicin
N#Cc1nc(-c2cccs2)oc1N1CCN(c2ccccc2)CC1,-4%,-9,112,-4%,9,112,11,89,78
CC1(C)CC(=O)c2sc(NC(=O)CCS(=O)(=O)c3ccccc3)nc2C1,-27%,0,185,0%,0,185,0,1,1
Nc1cc(OC(=O)c2ccccc2Br)nn1S(=O)(=O)c1ccccc1,-23%,nt,nt,-9%,nt,nt,13,101,88
COc1cc2c(cc1OC)C(C)N(C(=O)Cn1ncc3c1-c1ccccc1OC3)CC2 (configuration not stated),-38%,-2,52,-2%,1,52,-1,75,76

# New compounds follow:
molecule,PLAP inhibition,NFkB transloc inh,NFkB transloc inh cell count 2 µM,Bcl-B displacement,IL1B NFkB pot,IL1B NFkB pot cell count 2 µM,MRP reversal,MRP reversal cytotoxicity,MRP reversal with doxorubicin
CC1=NNC(=O)C1C(c1ccc(F)cc1)C(C#N)C#N (configuration not stated),nt,-1,84,nt,1,84,5,102,97
CCCC(=O)Nc1ccccc1-c1nnn(CC(=O)Nc2ccc(OCC)cc2)n1,nt,3,162,nt,-3,162,6,88,82
O=C1c2ccccc2C(Nc2ccc(-c3nc4ccccc4[nH]3)cc2)N1Cc1ccco1 (configuration not stated),-66%,6,45,7%,-7,45,11,81,71
COc1ccc(OC(C)C(=O)N2CCOCC2)cc1 (configuration not stated),15%,-11,127,-13%,11,127,12,95,82
CCC(=O)NNc1cc(=O)c2c(=O)n(C)c(=O)n(C)c2[nH]1,16%,nt,nt,5%,nt,nt,nt,nt,nt
Cc1ccccc1CS(=O)(=O)CCC(=O)NCc1ccccn1,13%,0,123,-2%,1,123,-5,94,99
Cc1c(OCc2ccccc2)c(=O)ccn1Cc1ccc(Cl)cc1,0%,nt,nt,-4%,nt,nt,-6,4,9
COC(=O)COc1ccc(S(=O)(=O)Nc2ccc3c(c2)OCO3)cc1Cl,4%,-11,129,-8%,11,129,8,104,95
Cc1ccccc1NC(=O)NCC1CCCO1 (configuration not stated),6%,20,62,-12%,-20,62,-7,103,110
C/C(Cl)=C/CSc1nn2c(=O)c3ccccc3nc2s1,-42%,-14,163,2%,14,163,nt,nt,nt
COC(=O)CSc1nnc(CNC(=O)c2cc(OC)c(OC)c(OC)c2)n1C,7%,12,23,11%,-12,23,-3,104,107
Clc1ccccc1-c1nn2c(-c3ccncc3)nnc2s1,18%,6,119,9%,-6,119,-7,63,70
CC(C)(C)c1ccc(S(=O)(=O)CCc2ccccn2)cc1,-1%,10,195,-10%,-10,195,9,102,93
O=C(Nc1ccccc1)c1ccc(F)c(S(=O)(=O)N2CCOCC2)c1,6%,nt,nt,-11%,nt,nt,-2,81,83
O=C(CCN1CCCCCC1)Nc1ccccc1F,nt,-7,138,nt,7,138,0,99,99
C=CCn1c(CNc2ccccc2)nnc1SCC(=O)N/N=C/c1ccccc1O,-84%,-2,141,-11%,2,141,nt,nt,nt
Cc1ncc(S(=O)(=O)c2ccc(Cl)cc2)c(-c2ccccc2)n1,21%,-7,199,0%,7,199,10,80,70

# Screening results (PubChem)

# Not all compounds are listed; the hit share may differ from the screen's.
